High-throughput results deposited in PubChem by National Center for Advancing Translational Sciences (NCATS).
IMPase Li cell – IMPase inhibition in cells with lithium potentiation; CHO-M1 cells, IP1 TR-FRET (IP-One), carbachol + lithium; Potency, µM (titrated, usually from 59.4 µM), without a hit: at the highest dose activity, negative = IMPase inhibition, hits mostly inhibitors; 210,000 tested, 0.35% active; AID 1457;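 further: IP1 builds up when IMPase is blocked and the TR-FRET signal falls; potency means the concentration at half of the fitted maximal effect; plate controls were basal vehicle for no effect and high inhibitor control for full effect; nearly all actives have a fitted effect of over 50% in size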
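Test compounds were applied to CHO-M1 cells previously cultured for 16–30 h at 2000 per well. A small lithium amount accompanied them; after 30 min at 37C, IP1 was quantified by TR-FRET.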
Epigenetic reg – derepresses silenced GFP reporter in murine cells; murine LDR cells, GFP reporter derepression, 30 h; Potency, µM (titrated, usually from 53.9 µM), for the others: top-dose GFP activation, usual class: activators; 280,000 tested, 0.2% active; AID 1865; further: potency means the concentration at half of the fitted maximal effect; % of control where 0% means no effect; nearly all actives have a fitted effect of over 60% in size
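Readout is the number of GFP-expressing murine LDR cells, counted by cytometry following washing. Cells were treated with compound for 30 h at 37 C; the stably integrated CMV-GFP locus is normally silent.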
CBFb-RUNX1 inh – CBF-beta/RUNX1 interaction disruption. Q01196+Q13951. AlphaScreen CBFb-His/RUNX1-biotin binding, biochemical. Potency, µM (titrated, usually from 59.8 µM), for the others: at the top dose activity, negative = inhibition, most hits filed as inhibitors. 230,000 tested, under 10 active; further: % of control where 0% means no effect
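Room-temperature protein-protein interaction test with 30 nM each of His-tagged CBF-beta and biotinylated RUNX1, 15 min with compound, then 90 min with nickel plus streptavidin beads. Signal read in AlphaScreen mode.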
NPSR antagonist – neuropeptide S receptor (human) antagonism, cAMP. Potency, µM (top dose mostly 38.3 µM), for inactives: at the top dose activity change, negative = inhibition, usual class: inhibitors. CHO-NPSR cells, cAMP TR-FRET, antagonist mode. Q6W5P4. AID 1461. 220,000 tested, 1% active; further: potency means the concentration at half of the fitted maximal effect; on the % scale 0 is the no-effect control and ±100 the full control effect; nearly all actives have a fitted effect of over 50% in size; many of its hits are not listed in these tables
Luc counter – blocks Kinase-Glo luciferase, a counter-screen artifact. Q27757. Kinase-Glo luciferase, ATP luminescence, 8 min. Potency, µM (highest dose often 38.3 µM), for the others: at the highest dose activity change, negative = inhibition, hits mostly inhibitors. 200,000 tested, 0.28% active. AID 1379; further: potency means the concentration at half of the fitted maximal effect; on the % scale 0 is the no-effect control and ±100 the full control effect; nearly all actives have a fitted effect of over 60% in size
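Compounds were added to a substrate mix at pH 7.2 (50 mM imidazole, 10 uM ATP, within the enzyme's linear range), followed by Kinase-Glo detection reagent; luminescence was measured after 8 minutes at ambient temperature.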
HTT aggregate – inhibitors of mutant huntingtin aggregate formation in PC12 cells. PC12 HttQ103-GFP aggregates, Acumen cytometry, 40 h. Potency, µM (titrated, usually from 46.1 µM), inactives show at the top dose activity change, negative = inhibition, usual class: inhibitors. AID 1688. 220,000 tested, 1.1% active; further: potency means the concentration at half of the fitted maximal effect; on the % scale 0 is the no-effect control and ±100 the full control effect; nearly all actives have a fitted effect of over 60% in size
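Huntingtin Q103 exon 1–GFP aggregates in induced PC12 cells (100 nM tebufenozide) were quantified by cytometry from lysates, with compounds dosed in titration.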
L3MBTL1 inh – L3MBTL1 (human) inhibition; 230,000 tested, 0.66% active; AlphaScreen L3MBTL1–H3K9me1 peptide binding; Q9Y468; AID 485360; Potency, µM (highest dose often 57.1 µM), inactives show at the top dose activity, negative = inhibition, usual class: inhibitors; further: potency means the concentration at half of the fitted maximal effect; on the % scale 0 is the no-effect control and ±100 the full control effect; nearly all actives have a fitted effect of over 60% in size
Target sequence (Q9Y468 whole entry, looked up): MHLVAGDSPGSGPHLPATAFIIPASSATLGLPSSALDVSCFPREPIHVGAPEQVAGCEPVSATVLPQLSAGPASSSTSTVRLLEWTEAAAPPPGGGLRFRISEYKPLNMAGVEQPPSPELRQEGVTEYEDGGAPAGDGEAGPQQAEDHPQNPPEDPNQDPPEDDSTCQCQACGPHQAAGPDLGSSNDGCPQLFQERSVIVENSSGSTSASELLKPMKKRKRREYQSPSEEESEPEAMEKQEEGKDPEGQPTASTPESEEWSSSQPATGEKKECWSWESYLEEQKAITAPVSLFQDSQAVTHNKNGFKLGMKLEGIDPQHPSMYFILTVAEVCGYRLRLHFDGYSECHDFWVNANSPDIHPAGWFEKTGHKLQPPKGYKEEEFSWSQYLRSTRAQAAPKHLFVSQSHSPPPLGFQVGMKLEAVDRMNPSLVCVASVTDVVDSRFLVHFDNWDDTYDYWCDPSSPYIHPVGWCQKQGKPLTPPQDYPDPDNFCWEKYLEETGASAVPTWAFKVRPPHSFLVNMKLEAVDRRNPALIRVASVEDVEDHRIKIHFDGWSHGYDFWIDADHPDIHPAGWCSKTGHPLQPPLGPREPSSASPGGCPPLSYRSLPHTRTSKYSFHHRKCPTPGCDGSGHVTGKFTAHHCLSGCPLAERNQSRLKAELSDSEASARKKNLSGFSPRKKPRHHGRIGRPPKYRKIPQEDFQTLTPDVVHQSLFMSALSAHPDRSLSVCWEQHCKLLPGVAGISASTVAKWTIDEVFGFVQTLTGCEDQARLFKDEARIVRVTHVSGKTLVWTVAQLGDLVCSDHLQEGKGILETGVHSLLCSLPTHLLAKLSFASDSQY
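Read-out is AlphaScreen signal from streptavidin donor and nickel chelate acceptor beads (10 ug/mL final each) bridging L3MBTL1 (50 nM) and biotinylated K9-monomethylated H3(1-15) peptide (75 nM), after 30 min compound exposure at room temperature.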
* hit, by the source's call; ? = inconclusive; · = not tested or not shown; [ ] = another dose, or the depositor's remark. The call rests on the fitted dose curve; in most records, active means well fitted curve in the direction sought with a large enough effect; inconclusive means small, poorly fitted or top-dose-only effect, or another doubt; inactive means no such curve, though single readings can be large; an effect the other way counts as inactive or inconclusive.

molecule	Epigenetic reg	CBFb-RUNX1 inh	HTT aggregate	L3MBTL1 inh	IMPase Li cell	Luc counter	NPSR antagonist
Cc1nc2ccc(S(=O)(=O)Nc3cccc(-c4nc5cccnc5s4)c3C)cc2s1	-2.5%	2%[2.36 µM]	?	-1%	14%	-1%	-2%
Cc1cc(C)n(-c2ccc(C(=O)OCc3ccccc3)cc2)n1	0.0%	25%	11%	41%[activator]	18%	1%	-17%
COc1ccc(C(=O)Sc2ccc(Cl)cc2)cc1OC	-0.9%	0%	0%	-16%	20%[38.3 µM]	-3%	-20%[46.1 µM]
O=C(CN1CCOCC1)Nc1ncc(Cc2cccc3ccccc23)s1	-2.2%	-8%	8%	-4%	7%	2%	-14%[46.1 µM]
CC(=O)CC(=O)Nc1ccc(Nc2ccccc2)cc1	-1.8%	-15%	21%	-14%	10%	2%	3%
Cn1c(C(=O)O)c(CC(=O)Nc2ccccc2F)c2ccccc21	0.5%	1%	-7%	3%	-1%[38.3 µM]	1%	0%[46.1 µM]
CCC(C)N(CCNC(=O)CC1Oc2ccc(C)cc2NC1=O)C1CCCCC1 (configuration not stated)	1.5%	1%	-14%	·	23%[38.3 µM]	-4%	3%[46.1 µM]
CCc1ccc2c(c1)C(c1ccc([N+](=O)[O-])cc1)=NNC(c1ccccc1)=N2	-0.9%	-4%	-7%	-1%	11%	3%	-25%
O=C(NCCOC(=O)c1ccc([N+](=O)[O-])cc1)c1cccnc1	-1.1%	-2%	-13%	·	4%	-2%	11%
O=[n+]1cc(-c2ccc(Cl)cc2)n([O-])c2c1CCCCC2	1.0%	-17%	5%	2%	-1%	0%	9%
Cn1c2c(c(=O)n(C)c1=O)C1c3ccccc3OCC1C(C)(C)O2 (configuration not stated)	-1.1%	-8%	-7%	37%[activator]	5%	1%	16%[46.1 µM]
Clc1ccc(-c2ccc(/C=N/Nc3nncc(-c4ccccc4)n3)o2)cc1	-1.1%	-4%	-4%	·	2%[38.3 µM]	-5%	6%[46.1 µM]
CCCOCCOC(=O)C1=C(C)NC(=O)NC1c1cc(Cl)c(O)c(OC)c1 (configuration not stated)	-0.9%	-5%	6%	-3%	-8%[38.3 µM]	14%	7%[46.1 µM]
CN(C)CCOc1ccccc1-c1ccccc1	-1.0%	7%	0%	·	58%[activator][38.3 µM]	-4%	-1%[46.1 µM]
CCOC(=O)c1ccc2c(c1)[n+](CC)c(C)n2-c1ccccc1	-4.2%	-2%	12%[9.22 µM]	6%	8%	2%	13%
Cc1ccc(NS(=O)(=O)c2ccccc2Cl)c2c1CC(C)(C)O2	4.8%	1%	11%	-1%	-1%[38.3 µM]	-4%	-26%[46.1 µM]
COC(=O)c1cccc(NC(=O)c2ccc(OC)c(Cl)c2)c1	1.9%	8%	11%	7%	-9%	-4%	-6%
CCOC(=O)c1ccc(NC(=O)COc2ccc(CNCCO)cc2OCC)cc1	1.1%	-2%	4%	3%	8%	1%	-1%
CC1CCCCN1C(=O)Cn1cnc2c1c(=O)n(C)c(=O)n2C (configuration not stated)	-1.1%	3%	·	2%	3%	-2%	9%
CC(C)(C)C(=O)Nc1ccccc1C(=O)NCCCn1ccnc1	-3.6%	-12%	16%	-26%	7%	2%	16%

molecule	Epigenetic reg	CBFb-RUNX1 inh	HTT aggregate	L3MBTL1 inh	IMPase Li cell	Luc counter	NPSR antagonist
N#CC1=C(N)Oc2cc3c(cc2C1c1ccc(Cl)cc1)OCO3 (configuration not stated)	2.3%	-7%	-2%	·	18%[38.3 µM]	1%	?
C/C(Cc1ccccc1)=N/NC(=O)CCCC(=O)N/N=C(/C)Cc1ccccc1	-0.1%	-2%	-2%	·	-8%	2%	19%
CC(C)CC(=O)Nc1ccc(N2CCOCC2)cc1	0.0%	2%	-13%	·	33%[activator][38.3 µM]	5%	10%[46.1 µM]
Cc1ccc2nc(SCc3nc4cc(Cl)ccc4c(=O)[nH]3)[nH]c2c1	-0.1%	8%	1%	19%	8%	2%	0%
O=C(NCCO)/C(=C\c1ccc2c(c1)OCO2)NC(=O)c1ccc(Br)cc1	0.0%	0%	6%	5%	-4%	2%	13%
CCc1ccccc1NC(=O)CSC1=C(C#N)C(c2ccc(O)c(OC)c2)C2=C(CCCC2=O)N1 (configuration not stated)	-1.0%	0%	12%	23%[11.4 µM]	44%[activator][38.3 µM]	1%	-14%[46.1 µM]
COc1ccc(CCNC(=O)C(=O)NCc2cccs2)cc1OC	5.4%	0%	1%[9.22 µM]	-11%	12%	2%	-19%
O=C(CSc1nc2c(sc3ccccc32)c(=O)n1CCO)NCC1CCCO1 (configuration not stated)	-1.1%	-1%	-7%	1%	6%[38.3 µM]	-1%	-9%[46.1 µM]
CCc1ccc(S(=O)(=O)Nc2ccc(C)c(NS(C)(=O)=O)c2)cc1	-3.0%	6%	22%[9.22 µM]	·	·	·	-3%
CC(N)C12CC3CC(CC(O)(C3)C1)C2 (configuration not stated)	-3.1%	-4%	-4%[9.22 µM]	·	0%[38.3 µM]	7%	-8%[46.1 µM]
N#Cc1c(SCC(=O)OCc2ccccc2)nsc1SCC(=O)OCc1ccccc1	3.9%	25%	15%[9.22 µM]	·	18%[38.3 µM]	6%	-4%[46.1 µM]
O=C(c1cccc(-c2ccc(O)cc2)c1)N1CCOCC1	0.7%	6%	22%	·	8%[38.3 µM]	0%	-12%[46.1 µM]
CS(=O)(=O)N(CCc1ccccc1)CC(=O)NCc1cccnc1	-0.2%	3%	-18%	·	21%[38.3 µM]	1%	-9%[46.1 µM]
N#Cc1cnn2c(C(F)(F)F)c3c(nc12)CCCC3	3.2%	8%	9%[9.22 µM]	5%	3%	-1%	-1%
CCOc1ccc(CNC(=O)C(CC)n2nc(C)n3c(cc4occc43)c2=O)cc1OC (configuration not stated)	1.3%	8%	-16%	-9%	-9%[38.3 µM]	4%	-13%[46.1 µM]
COc1ccc(NC(=O)COC(=O)Cc2ccc(Br)cc2)cc1	-1.4%	-6%	19%	8%	5%	1%	11%
CCOC(=O)c1nnn(-c2nonc2N)c1CN1CCCCCC1	-3.8%	0%	0%[9.22 µM]	-7%	12%[38.3 µM]	1%	-29%[46.1 µM]
CC(C)CSc1nc2c(c(=O)[nH]c(=O)n2C)n1CC(O)COc1cccc2ccccc12 (configuration not stated)	0.7%	-2%	8%	-3%	-7%[38.3 µM]	-4%	?
COc1ccc(CCNc2ccc(C(CC(N)=O)NC(=O)c3ccc(Br)cc3)cc2[N+](=O)[O-])cc1 (configuration not stated)	?	-12%	-15%[9.22 µM]	·	·	·	-32%
COc1cc(/C=N/N(C)C)cc(Br)c1O	0.0%	-1%	9%[9.22 µM]	-1%	·	·	-4%

Reprinted at random: three records from the list.
molecule	Epigenetic reg	CBFb-RUNX1 inh	HTT aggregate	L3MBTL1 inh	IMPase Li cell	Luc counter	NPSR antagonist
CC(C)CC(=O)Nc1ccc(N2CCOCC2)cc1	0.0%	2%	-13%	·	33%[activator][38.3 µM]	5%	10%[46.1 µM]
CC(N)C12CC3CC(CC(O)(C3)C1)C2 (configuration not stated)	-3.1%	-4%	-4%[9.22 µM]	·	0%[38.3 µM]	7%	-8%[46.1 µM]
COc1cc(/C=N/N(C)C)cc(Br)c1O	0.0%	-1%	9%[9.22 µM]	-1%	·	·	-4%

(list continues)
molecule	Epigenetic reg	CBFb-RUNX1 inh	HTT aggregate	L3MBTL1 inh	IMPase Li cell	Luc counter	NPSR antagonist
O=C(NC1CS(=O)(=O)CC1NCc1ccco1)c1ccccc1 (configuration not stated)	-0.4%	7%	3%	-2%	-1%[38.3 µM]	17%	-15%[46.1 µM]
CC1=NN(c2ccccc2)C(=O)C1=C(C)C	-1.5%	-11%	-28%	·	3%	-1%	6%
N#Cc1cn(CC(=O)NCCc2c[nH]c3ccccc23)c2ccccc12	0.0%	1%	1%	·	42%[activator][38.3 µM]	1%	-16%[46.1 µM]
CC(C)OC(=O)CSc1nc(N)c(C#N)c(-c2cccs2)c1C#N	4.5%	10%	1%	-4%	-26%[38.3 µM]	1%	4%[46.1 µM]
CCc1nc(-c2ccc(OC)c(OC)c2)cc2cc(OC)c(OC)cc12	0.0%	-3%	1%	8%	5%	-1%	14%
O=C(NC1CCCc2ccccc21)C1CCC(CNc2c(N3CCOCC3)c(=O)c2=O)CC1 (configuration not stated)	-1.9%	2%	?	-7%	1%	1%	8%
CC(=NCCN1CCN(C(C)=C2C(=O)c3ccccc3C2=O)CC1)C1=C(O)CC(C)(C)CC1=O	-0.9%	-2%	9%	5%	4%	2%	8%
COc1cc(NC(=O)c2cccs2)c(C(=O)OCC(=O)NC(=O)NCc2ccccc2)cc1OC	2.7%	-4%	5%	·	?	-2%	?
O=C(NC1C2CC3CC(C2)CC1C3)C1CC1 (configuration not stated)	-2.1%	13%	14%	?	25%[38.3 µM]	-3%	10%[46.1 µM]
COc1ccc(N2CCN(C(CNC(=O)C(=O)NCCCn3ccnc3)c3ccco3)CC2)cc1 (configuration not stated)	-0.5%	-2%	15%	-4%	-2%	2%	0%
O=C1CC(c2ccccc2)CC(O)=C1C=NCc1ccc(Cl)cc1 (configuration not stated)	-2.0%	4%	29%	-1%	7%[38.3 µM]	5%	-10%[46.1 µM]
c1ccc(-c2nnc3sc(-c4csc5c4CCCC5)nn23)cc1	-0.1%	3%	?	-4%	28%	-5%	10µM*
Cc1ccc(-c2noc(C3CCCN(S(=O)(=O)c4ccc(S(=O)(=O)N(C)C)cc4)C3)n2)o1 (configuration not stated)	?	3%	-14%	·	37%[activator][38.3 µM]	-2%	?
CCCCn1cnc2c(oc3nc4c(cc32)CCCC4)c1=O	-0.3%	11%	-12%[9.22 µM]	7%	·	·	14%
Cc1ncc([N+](=O)[O-])n1C[C@H](O)CCl	-0.4%[16.9 µM]	2%[21.7 µM]	8%[20.6 µM]	·	2%	-1%[17.1 µM]	·
O=C(NCCOc1ccccc1)C1CCCCC1	-1.5%	7%	17%	2%	-1%	1%	6%
Cc1ccc(-n2nnc3c(=O)n(CC(=O)N4CCC(C)CC4)cnc32)cc1	5.0%	5%	18%	-4%	-1%[38.3 µM]	4%	-10%[46.1 µM]
Cc1cc(C)c2cc(C(c3nnnn3C3CCCC3)N3CCOCC3)c(=O)[nH]c2c1 (configuration not stated)	-1.0%	8%	3%	27%	-1%[38.3 µM]	1%	-1%[46.1 µM]
O=C(O)c1ccc(-n2cccc2/C=C2/NC(=O)N(c3ccccc3)C2=O)cc1	-1.2%	?	-10%[9.22 µM]	·	·	·	-3%

Only part of the results is shown, so the mix of outcomes need not match the whole.
